# From PubChem BioAssay
# TRPC6 act = mouse TRPC6 channel activators, primary screen, cell-based, HEK293, membrane potential dye | HEK293-TRPC6 membrane potential dye fluorescence; hits give high values | B-score at 10 µM | 0.13% of 310,000 active;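 active means B-score of the integrated fluorescence ratio above library mean plus 3 SD, and starting fluorescence ratio within library mean plus 5 SD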;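 further: higher score means more depolarization so channel activation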
# MrgX1 agonist = agonists of human MrgX1 receptor, primary screen, HEK293 cells, Fluo-4 calcium flux. Mas-related G-protein coupled receptor member X1 (Homo sapiens), Q96LB2. Fluo-4 calcium fluorescence, agonist mode; hits give high values. B-score at 10 µM. 0.44% of 310,000 active;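 active means calcium response B-score plate-corrected fluorescence ratio at least 3 library SD, with starting fluorescence B-score inside 5 SD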
# Target sequence (Q96LB2 whole entry, looked up): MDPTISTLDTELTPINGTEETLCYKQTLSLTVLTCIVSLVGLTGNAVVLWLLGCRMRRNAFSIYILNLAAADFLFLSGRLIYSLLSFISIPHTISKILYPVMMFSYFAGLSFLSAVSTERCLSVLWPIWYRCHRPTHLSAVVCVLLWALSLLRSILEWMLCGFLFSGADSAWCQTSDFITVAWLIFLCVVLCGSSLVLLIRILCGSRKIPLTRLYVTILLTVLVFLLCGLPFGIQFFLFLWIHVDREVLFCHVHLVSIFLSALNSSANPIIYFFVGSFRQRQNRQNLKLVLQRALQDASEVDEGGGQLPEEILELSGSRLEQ
#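 times = overnight plating, then 30 min 37 °C plus 30 min room-temperature dye loading | assay system = stable human MrgX1 HEK293 cell line | input = fifteen thousand cells per well | signal = kinetic calcium dye fluorescence, Fluo-4 NW | dosing = compound delivered in addition one of three | read-out = B-scored fluorescence response ratio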
# TMEM16A act = TMEM16A chloride channel activators or potentiators, primary screen, cell-based, HTS; HEK293 TMEM16A/YFP-H148Q/I152L, iodide quench fluorescence; hits give low values; B-score at 10 µM; 0.3% of 340,000 active;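 active means fluorescence-ratio B-score plate-corrected deviation score at least 3 library SD below zero, with starting fluorescence score within 5 deviations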;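 further: channel opened by trigger with iodide after compound preincubation; score built on the fluorescence ratio of max minus min over baseline; more negative score means more quench and so TMEM16A activation or potentiation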
# MrgX1 antag = antagonists of human MrgX1 receptor, primary screen, HEK293 cells, Fluo-4 calcium flux; BAM8-22 antagonism; hits give low values; B-score at 10 µM; 1.3% of 310,000 active; AID 588676, 2011;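 active means calcium-response B-score plate-corrected more than 3 library SD below zero, starting fluorescence within 5 deviations, no agonist response on first addition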;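 further: peak minus trough fluorescence over baseline after final BAM8-22 challenge near maximal dose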
# ANO1 block = TMEM16A chloride channel inhibitors, primary screen, cell-based, HTS; Anoctamin-1 (Mus musculus), Q8BHY3; HEK293 TMEM16A/YFP iodide influx fluorescence, ionomycin; normalized B-score (activity score, 25-100; higher = stronger inhibition) at 10 µM; 1.2% of 310,000 active;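 active means ratio plate-corrected score three or more library SD toward inhibition, starting fluorescence score within five deviations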;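 further: score derived from kinetic fluorescence span divided by baseline fluorescence per well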
# TRPC6 inhibitor = mouse TRPC6 channel inhibitors, primary screen, cell-based, HEK293, membrane potential dye. Short transient receptor potential channel 6 (Mus musculus), Q61143. ACh-evoked depolarization; hits give low values. B-score at 10 µM. 1.1% of 310,000 active. AID 2553, 2010;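 active means B-score under library mean minus 3 SD, initial fluorescence not abnormally high, positive integrated signal ratio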;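 further: B-score derived from integrated fluorescence ratio over the kinetic read; more negative B-score means stronger inhibition of depolarization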
# HDAC3 inhib = HDAC3 deacetylase inhibitors, primary screen, biochemical, fluorescence, cell-free homogeneous | recombinant HDAC3, fluorogenic peptide/trypsin coupled | 0.15% of 320,000 active | inhibition, % at 8.3 µM; in the data active means inhibition above about 26%, passing the limit was not always enough
# Target sequence (O15379 whole entry, looked up): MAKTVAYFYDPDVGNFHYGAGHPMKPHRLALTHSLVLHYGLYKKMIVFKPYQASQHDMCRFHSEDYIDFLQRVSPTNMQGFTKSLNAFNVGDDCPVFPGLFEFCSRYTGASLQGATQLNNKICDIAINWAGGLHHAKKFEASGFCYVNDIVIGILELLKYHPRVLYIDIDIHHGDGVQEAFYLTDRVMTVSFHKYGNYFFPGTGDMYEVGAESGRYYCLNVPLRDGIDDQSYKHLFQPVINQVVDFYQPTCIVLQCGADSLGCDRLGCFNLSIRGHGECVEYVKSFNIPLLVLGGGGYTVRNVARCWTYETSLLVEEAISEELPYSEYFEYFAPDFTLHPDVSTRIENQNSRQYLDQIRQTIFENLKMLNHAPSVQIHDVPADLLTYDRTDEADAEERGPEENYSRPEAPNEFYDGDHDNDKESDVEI
# RGS4 act = RGS4 potentiators or activators, primary screen, cell-based, HEK293 M3R inducible RGS4, calcium flux; 0.92% of 310,000 active; B-score at 10 µM; carbachol calcium flux Fluo4; hits give low values;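 active means B-score of the integrated calcium signal more than 4 SD below the library mean, with starting fluorescence not abnormally high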;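 further: negative B-score means reduced calcium response which marks RGS4 activation or potentiation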
#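 System: HEK293 FlpIn-TREx cells, stable M3R, doxycycline-inducible RGS4. Timing: overnight RGS4 induction, 30 min dye load 37 °C, 20 min compound RT. Also added: carbachol, ECmax concentration. Measured by: Fluo4 fluorescence kinetic imaging of calcium. Evaluation: integrated calcium ratio converted to B score.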
# SKKanGAS inh = S. pyogenes SKKanGAS growth inhibitors in kanamycin, primary screen, streptokinase expression inhibitor project, SKKanGAS strain, BacTiter-Glo luminescence. AID 1662, 2009. 6 h. inhibition, % at 7.5 µM. 1.3% of 300,000 active;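 active means mean replicate score, as percent of positive control median, at least 50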;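 further: strain carries kanamycin resistance gene driven by streptokinase promoter and grows in 40 µg/ml kanamycin; loss of luminescence reflects streptokinase promoter inhibition or plain growth inhibition; 0% = median of DMSO wells and 100% = positive control at its reference dose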
# MrgX1 allo act = positive allosteric modulators of MrgX1, primary screen, HEK293 cells, Fluo-4 calcium flux; Mas-related G-protein coupled receptor member X1 (Homo sapiens), Q96LB2; FDSS; hits give high values; B-score at 10 µM; 0.63% of 310,000 active; AID 588675, 2011;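 active means plate-corrected calcium response at least 3 library SD above typical, normal starting fluorescence, not activating the receptor alone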;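 further: compound read alongside a low EC10 to EC30 dose of BAM8-22 agonist; peak minus trough fluorescence over baseline measured at the second addition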
# RGS4 block = RGS4 inhibitors, primary screen, cell-based, HEK293 M3R inducible RGS4, calcium flux; Fluo-4 calcium flux; hits give high values; triggered by carbachol at its EC20; 0.45% of 310,000 active; Regulator of G-protein signaling 4 (Homo sapiens), P49798; B-score at 10 µM;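 active means B-score, a plate-corrected calcium signal, over three deviations above library mean, with baseline fluorescence within five deviations of library mean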;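 further: RGS4 expression induced by doxycycline in cells with stable M3 receptor; B-score is computed from the integrated fluorescence ratio over baseline after carbachol; higher B-score means a larger calcium signal and so more RGS4 inhibition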
# Target sequence (P49798 whole entry, looked up): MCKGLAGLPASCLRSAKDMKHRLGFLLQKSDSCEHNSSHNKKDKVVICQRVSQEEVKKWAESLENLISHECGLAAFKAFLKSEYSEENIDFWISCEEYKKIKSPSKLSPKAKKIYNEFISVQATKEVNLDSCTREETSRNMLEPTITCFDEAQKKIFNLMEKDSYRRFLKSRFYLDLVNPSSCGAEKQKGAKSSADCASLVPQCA
# Starred values were filed as active, the others as inactive; i = inactive; . = no result given. Compounds as they come; 6.7% or so of the library scored in one or more.
SMILES,TRPC6 act,MrgX1 agonist,TMEM16A act,MrgX1 antag,ANO1 block,TRPC6 inhibitor,HDAC3 inhib,RGS4 act,SKKanGAS inh,MrgX1 allo act,RGS4 block
O=C(c1cc2cc(F)ccc2[nH]1)N1CCN(Cc2ccc3c(c2)OCO3)CC1,i,i,i,i,i,i,7,i,11,i,i
C=CCSc1nccc(-c2nn(-c3ccc(C)cc3)ccc2=O)n1,i,i,i,i,i,i,3,i,-7,i,i
Cc1ccc(NC(=O)CSc2nc3ccccc3c(=O)n2Cc2cccs2)cc1,i,i,i,i,i,i,2,i,-17,i,i
O=C(CSc1nc2ccsc2c(=O)n1NC(=O)c1ccccc1)Nc1nccs1,i,i,i,i,i,i,2,i,6,i,i
CSc1nc(N)nc(SCC(=O)c2ccccc2)c1C#N,i,i,i,i,i,i,4,i,17,i,i
CC1=C(C(=O)OCC2CCCO2)C(c2ccsc2)C2=C(CCCC2=O)N1 (centres undefined),i,i,i,i,i,i,-13,i,1,i,i
COCCn1c(SCC(=O)Nc2cc(C)on2)nnc1-c1ccccc1,i,i,i,i,i,i,8,i,-6,i,i
CCc1ccc(NC(=O)CC2C(=O)N(c3cccc(OC)c3)C(=O)N2CCOC)cc1 (centres undefined),i,i,i,i,i,i,3,i,-3,i,i
CCOC(=O)N1CCC(N2Cc3cccc(C(=O)O)c3C2=O)CC1,i,i,i,i,i,i,-2,i,-7,i,i
CCOc1ccc(NC(=S)N(Cc2ccc(Cl)cc2)Cc2ccco2)cc1,i,i,i,i,i,i,-1,i,-9,i,i
Cc1ccc(N(C)C(=O)n2cnc3ccccc32)cc1,i,i,i,i,i,i,11,i,1,i,i
O=C(CSc1nnc(-c2cccnc2)o1)Oc1ccccc1,i,i,i,i,i,i,-8,i,0,i,i
CC1=CCC(C(=O)O)C(C(=O)Nc2nc3ccc(S(C)(=O)=O)cc3s2)C1 (centres undefined),i,i,i,i,i,i,-1,i,1,i,i
O=C(O)/C=C/c1cn(Cc2ccccc2)nc1-c1ccccc1,i,i,i,i,i,i,-1,i,-4,i,i
O=C1C2C3C=CC(CC3)C2C(=O)N1c1ccc(Br)cc1[N+](=O)[O-] (centres undefined),i,i,.,i,i,i,3,i,4,i,i
CSCCC(NS(=O)(=O)c1ccc(Cl)cc1)C(=O)OCC(=O)NC12CC3CC(CC(C3)C1)C2 (centres undefined),i,i,i,i,i,i,10,i,15,i,i
COc1cccc(CNC(=O)Cc2c(C(=O)O)[nH]c3ccccc23)c1,i,i,i,i,i,i,-3,i,-3,i,i
CCOC(=O)c1cnc(SC)nc1Oc1cccc(NC(=O)c2ccc(C)cc2)c1,i,i,i,i,i,i,-1,i,-9,i,i
O=C(c1ccc(N2CCCC2)c([N+](=O)[O-])c1)N1CCc2ccccc2C1,i,i,i,i,i,i,4,i,1,i,i
CCCCCn1nc(-c2ccccc2)c2nc3ccccc3nc21,i,i,i,i,i,i,2,i,.,i,i
NC(=S)NNc1ccnc2cc(Cl)ccc12,i,i,i,i,i,i,-2,i,7,i,i
CCc1noc(C)c1C(=O)Nc1ccc(S(=O)(=O)N2CCCC(C)C2)cc1 (centres undefined),i,i,i,i,i,i,3,i,4,i,i
O=C1c2ccc([N+](=O)[O-])cc2NC(c2ccco2)N1/N=C/c1ccco1 (centres undefined),i,i,i,i,i,i,-6,i,-3,i,i
C=CCn1c(=NC(=O)c2ccc(S(=O)(=O)N3CCCc4ccccc43)cc2)sc2cc(S(N)(=O)=O)ccc21,i,i,i,i,i,i,9,i,18,i,i
Cc1ccc(NC(=O)C(=O)NCC2OCCc3ccccc32)cc1 (centres undefined),i,i,i,i,i,i,-4,i,-15,i,i

# The results go on:
SMILES,TRPC6 act,MrgX1 agonist,TMEM16A act,MrgX1 antag,ANO1 block,TRPC6 inhibitor,HDAC3 inhib,RGS4 act,SKKanGAS inh,MrgX1 allo act,RGS4 block
O=C(CCc1ccccc1)N=C1SC2CS(=O)(=O)CC2N1c1cccc(F)c1 (centres undefined),i,i,i,i,i,i,3,i,-1,i,i
O=C(NCc1nnc2c(C(F)(F)F)cc(Cl)cn12)c1cccs1,i,i,i,i,i,i,3,i,8,i,i
CC(=O)Nc1nnc(SCC(=O)N2CCc3ccccc32)s1,i,i,i,i,i,i,-1,i,-4,i,i
CON(c1nc(Cl)nc(N(C)C)n1)S(=O)(=O)c1ccc(C)cc1,i,i,i,i,i,i,3,i,4,i,i
COc1ccccc1NC(=O)CNC(=O)c1ccc(Br)o1,i,i,i,i,i,i,-8,i,-4,i,i
Cc1ccc(C(=O)NC2CCS(=O)(=O)C2)cc1S(=O)(=O)N1CCCCCC1 (centres undefined),i,i,i,i,i,i,1,i,3,i,i
CS(=O)(=O)N(CCC(=O)O)Cc1ccccc1,i,i,i,i,i,i,-2,i,-4,i,i
CCOC(CNC(=O)c1nnc(Cc2cc(OC)c(OC)c(OC)c2)o1)OCC,i,i,i,i,i,i,10,i,-4,i,i
O=C1CSC(c2ccccn2)N1Cc1cn2ccccc2n1 (centres undefined),.,i,i,i,i,.,-5,.,.,i,.
Cc1cc(NC(=O)C2CC(=O)N(c3ccccc3Cl)C2)no1 (centres undefined),i,i,i,i,i,i,4,i,-2,i,i
COc1ccccc1NC(=O)c1csc(-n2nc(C)cc2C(F)(F)F)n1,i,i,-4.7*,i,i,i,-6,i,3,i,i
CC12C(=O)N(c3ccccc3C(=O)O)C(=O)C1C1C=CC2C1 (centres undefined),i,i,i,i,i,i,-20,i,-6,i,i
O=C(NC1CCN(C(=O)NCc2ccccc2)CC1)c1ccco1,i,i,i,i,i,i,-3,i,-7,i,i
CSc1ccc(/C=C/C(=O)c2ccc(O)cc2)cc1,i,i,i,i,i,i,4,i,-4,i,i
O=C(Nc1ccc(Cl)cc1)OCc1cn(-c2ccc(Cl)cc2)nn1,i,i,i,i,i,i,-4,i,-9,i,i
O=C(COc1c(Br)cc(Br)cc1Br)N/N=C/c1ccco1,i,i,i,i,i,i,4,i,.,i,i
O=C(NCc1ccccc1)C1CC(=O)N(C2CCCCCC2)C1 (centres undefined),i,i,i,i,i,i,-3,i,-2,i,i
Cc1cc(C(=O)CSc2nn(-c3ccccc3)c(=S)s2)c(C)n1Cc1ccco1,i,i,i,i,i,i,-3,i,2,i,i
Cc1ccc(-c2csc(NC(=O)c3ccccc3F)c2C(=O)O)cc1,i,i,i,i,i,i,-2,i,8,i,i
CCN1N=C(c2ccccc2)CCC1=O,i,i,i,i,i,i,-2,i,-4,i,i
COc1cccc(CNC(=O)CCc2ccc(OC)c(OC)c2)c1,i,i,i,i,i,i,-6,i,1,i,i
Fc1ccc(N2N=C(c3cccs3)CC2c2ccccc2)cc1 (centres undefined),i,i,i,i,i,i,-7,i,24,i,i
Cc1ccc(S(=O)(=O)N2CCCCC2)cc1NC(=O)COC(=O)C1CC2C=CC1C2 (centres undefined),i,i,i,i,i,i,-6,i,3,i,i
C#CCNc1nc(CC)nc2c1nnn2Cc1ccccc1F,i,i,i,i,i,i,-6,i,1,i,i
N#C/C(=C\c1ccc(O)c([N+](=O)[O-])c1)c1nc2ccccc2s1,i,.,i,.,.,i,.,i,17,.,i

# Three compounds out of the list, ordered by formula weight, descending.
SMILES,TRPC6 act,MrgX1 agonist,TMEM16A act,MrgX1 antag,ANO1 block,TRPC6 inhibitor,HDAC3 inhib,RGS4 act,SKKanGAS inh,MrgX1 allo act,RGS4 block
O=C(Nc1ccc(Cl)cc1)OCc1cn(-c2ccc(Cl)cc2)nn1,i,i,i,i,i,i,-4,i,-9,i,i
N#C/C(=C\c1ccc(O)c([N+](=O)[O-])c1)c1nc2ccccc2s1,i,.,i,.,.,i,.,i,17,.,i
CCN1N=C(c2ccccc2)CCC1=O,i,i,i,i,i,i,-2,i,-4,i,i

# Records listed so far shown as hits in TMEM16A act.
Structure,TRPC6 act,MrgX1 agonist,TMEM16A act,MrgX1 antag,HDAC3 inhib,RGS4 block
COc1ccccc1NC(=O)c1csc(-n2nc(C)cc2C(F)(F)F)n1,i,i,-4.7*,i,-6,i

# (further entries)
SMILES,TRPC6 act,MrgX1 agonist,TMEM16A act,MrgX1 antag,ANO1 block,TRPC6 inhibitor,HDAC3 inhib,RGS4 act,SKKanGAS inh,MrgX1 allo act,RGS4 block
Cc1onc(-c2ccccc2)c1CNS(=O)(=O)c1cccc(Cl)c1,i,i,i,i,i,i,9,i,-8,i,i
CCOc1ccc(CCNC(=O)Cc2ccc(NC3=NC4CS(=O)(=O)CC4S3)cc2)cc1 (centres undefined),i,i,i,i,i,i,-4,i,-4,i,i
CCn1c(SCC(=O)NC2CCCCC2)nnc1-c1ccccn1,i,i,i,i,i,i,-5,i,-1,i,i
Cc1ccc(-c2noc(-c3ccno3)n2)cc1,i,i,i,i,i,i,-13,i,-2,i,i
Cc1ccc(-c2nnn(CC(=O)N(CC(=O)NC(C)C)c3cnc4ccccc4c3)n2)o1,i,i,i,i,i,i,-3,i,0,i,i
CCOC(=O)c1c(NC(=O)c2c(C(=O)O)cccc2[N+](=O)[O-])sc(C)c1C,i,i,i,i,i,i,0,i,1,i,i
Cc1c(N2C(=O)/C(=C\c3ccc(N(C)C)cc3)N(C)C2=S)c(=O)n(-c2ccccc2)n1C,.,i,i,-4.5*,i,.,6,.,.,i,.
COC(=O)c1c(C(=O)OC)c(-c2ccccc2)n2c1CS(=O)C2 (centres undefined),i,i,i,i,i,i,0,i,3,i,i
CSc1nnc(C)c(/C=C/NOCc2cccc(F)c2)n1,i,i,i,i,i,i,4,i,-6,i,i
Cn1cc(C(=O)NCc2ccc(F)cc2)c(=O)c2cc(S(=O)(=O)N3CCCCC3)ccc21,i,i,i,i,i,i,.,i,3,i,i
CCOC(=O)c1cc(=O)n2[nH]c(-c3ccc(C)cc3)cc2n1,i,i,i,i,i,i,-70,i,-3,i,i
Cc1nc(-c2ccc(F)cc2)c(CC(=O)N(C)CC(=O)Nc2ccccc2Cl)s1,i,i,i,i,i,i,7,i,-8,i,i
